Bioassay records deposited in PubChem BioAssay by Sanford-Burnham Center for Chemical Genomics.
HKDC1 inh: HKDC1 (human) hexokinase inhibition; inhibition, % at 20 µM; AID 493160; recombinant HKDC1, G6PDH/diaphorase resazurin coupled fluorescence; actives 0.16% (n = 340,000); Q2TB90;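 active = inhibition above about 35% when tested at 20 µM, limit read from the data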;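 note: plate controls were DMSO wells with enzyme for no effect and DMSO wells lacking enzyme for full effect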
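test system = in-house recombinant HK5 (HKDC1) enzyme | amount = HKDC1 at 5 µg/mL | control set = DMSO-enzyme wells negative, buffer-substituted wells positive | compound = one dose of 20 µM, 1% DMSO | schedule = reaction time 90 min, room temperature, protected from light | technique = resorufin fluorescence at 613 nm | reagent = glucose with 1 mM ATP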
PfGluPho inh: PfG6PD (Plasmodium falciparum) enzyme inhibition | PfGluPho enzyme, NADPH resazurin-diaphorase fluorescence | inhibition, % at 20 µM | actives 0.78% (n = 350,000);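 active = inhibition reaching at least a set limit at 20 µM in the primary screen, cut at about 59% in these data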;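 note: 0% = DMSO wells with substrate and 100% = DMSO wells lacking glucose-6-phosphate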
SENP8 block-1: blocks the human protease SENP8; Q96LD8; purified SENP8, Z-RLRGG-aminoluciferin cleavage, luminescence; inhibition, % at 10 µM; actives 1.2% (n = 330,000); AID 2540; in the data active = inhibition above about 50%
Apaf-1 inh: inhibitors of human Apaf-1 apoptosome | O14727 | reconstituted apoptosome caspase-3 activity, DEVD-Rh110 fluorescence | inhibition, % at 20 µM | actives 0.71% (n = 330,000) | AID 489030; active = inhibition of at least 40% at 20 µM;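 note: plate controls were DMSO wells for no effect and DEVD-CHO caspase inhibitor wells for full effect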
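Material: reconstituted apoptosome with Apaf-1, cytochrome c, caspase-9, procaspase-3, dATP; medium: pH 7.5 Hepes buffer with CHAPS, BSA, DTT; also added: cytochrome c and DEVD-Rh110 substrate; timing: 30 min plus 50 min, RT; signal: Rh110 fluorescence intensity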
SENP1 inh: SENP1 (human) catalytic domain inhibition. actives 0.21% (n = 360,000). recombinant SENP1 catalytic domain, CyPet-SUMO1-YPet FRET cleavage. inhibition, % at 10 µM. Q9P0U3;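 active = inhibition at least 30% at 10 µM, raw YFP signal under a set limit, fluorescence ratio 0.5 to 1.5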;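 note: 0% = enzyme with DMSO and 100% = no enzyme wells; some results filed as inactive read as strong as hits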
Target sequence (Q9P0U3 419-644 limits assumed): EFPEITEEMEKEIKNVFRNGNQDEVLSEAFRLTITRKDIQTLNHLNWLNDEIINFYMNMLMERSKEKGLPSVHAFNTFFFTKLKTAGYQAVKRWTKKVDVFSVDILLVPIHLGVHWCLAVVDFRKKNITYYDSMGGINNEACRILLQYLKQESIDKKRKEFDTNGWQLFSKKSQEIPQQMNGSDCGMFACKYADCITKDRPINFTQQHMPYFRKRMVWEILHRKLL
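Material – human SENP1 catalytic domain · Input – SENP1 enzyme, 20 pM final · Compound dosing – single concentration of 10 µM compound, 0.5% DMSO final · Timing – enzyme reaction for 50 min at room temperature, dark · Measured by – FRET fluorescence in CFP and YFP emission channels · Control set – no-enzyme wells low, DMSO-plus-enzyme wells high control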
SENP6 block: SENP6 protease inhibition; actives 1.8% (n = 330,000); AID 2599; inhibition, % at 10 µM; Recombinant SENP6 catalytic domain, aminoluciferin luminescence;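 active = inhibition above about 50% at the single tested dose, limit read from the data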;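 note: plate controls were DMSO wells with enzyme for no effect and DMSO wells lacking enzyme for full effect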
Target sequence (Q9GZR1 628-1112 limits assumed): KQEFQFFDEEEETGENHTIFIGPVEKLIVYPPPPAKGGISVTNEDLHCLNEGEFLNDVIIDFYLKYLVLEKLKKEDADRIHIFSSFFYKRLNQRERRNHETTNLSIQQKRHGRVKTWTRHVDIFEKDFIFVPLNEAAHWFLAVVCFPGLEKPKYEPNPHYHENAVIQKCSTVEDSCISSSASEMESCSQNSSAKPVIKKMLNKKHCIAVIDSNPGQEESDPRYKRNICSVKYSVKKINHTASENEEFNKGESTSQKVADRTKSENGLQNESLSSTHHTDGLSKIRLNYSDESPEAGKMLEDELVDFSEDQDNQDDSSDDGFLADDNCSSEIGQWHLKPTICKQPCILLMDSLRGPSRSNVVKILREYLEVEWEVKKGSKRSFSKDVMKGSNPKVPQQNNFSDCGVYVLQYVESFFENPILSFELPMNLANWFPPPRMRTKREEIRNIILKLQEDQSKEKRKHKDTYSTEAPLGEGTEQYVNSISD
SENP8 block-2: blocks human SENP8 cleavage of Nedd8 substrate; inhibition, % at 20 µM; AID 602440; Q96LD8; actives 0.64% (n = 360,000); recombinant SENP8, Nedd8 substrate fluorescence; in the data active = inhibition mostly above about 40%, no sharp cut-off; inactive = mostly below about 27%
SENP7 block: blocks the human protease SENP7. recombinant SENP7, Z-RLRGG-aminoluciferin luminescence, 40 min. inhibition, % at 5 µM. actives 1.5% (n = 330,000). Q9BQF6;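 active = inhibition above about 50% at the single test dose, limit read from the data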;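 note: plate controls were DMSO with enzyme for no effect and no enzyme buffer wells for full effect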
Target sequence (Q9BQF6 706-1050 limits assumed): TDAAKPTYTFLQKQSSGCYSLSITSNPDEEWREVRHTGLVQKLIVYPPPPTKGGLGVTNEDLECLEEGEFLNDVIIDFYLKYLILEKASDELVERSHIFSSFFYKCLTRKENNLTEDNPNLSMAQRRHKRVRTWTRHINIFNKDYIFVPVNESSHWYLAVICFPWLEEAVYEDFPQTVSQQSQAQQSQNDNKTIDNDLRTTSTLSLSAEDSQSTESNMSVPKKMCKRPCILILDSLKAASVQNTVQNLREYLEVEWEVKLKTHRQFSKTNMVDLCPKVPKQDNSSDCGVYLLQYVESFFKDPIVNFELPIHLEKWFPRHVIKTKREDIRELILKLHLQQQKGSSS
Starred values were filed as active, the others as inactive; · = no result given. Not a hit list; any-hit rate near 3.6%.

SMILES	HKDC1 inh	PfGluPho inh	SENP8 block-1	Apaf-1 inh	SENP1 inh	SENP6 block	SENP8 block-2	SENP7 block
Cc1ccc(S(=O)(=O)NCC(=O)OCC(=O)NC2CCCCC2)cc1	-2	-7	-1	1	3	-7	16	5
COc1ccc(/C=N/Nc2ncnc3scc(-c4ccccc4)c23)cc1OC	-5	2	2	16	1	-14	-78	2
COc1ccc(Cl)cc1C(=O)OCC(=O)N(CC(C)C)c1c(N)n(Cc2ccccc2)c(=O)[nH]c1=O	2	-18	1	7	-1	-12	2	1
COc1ccc(NC(=O)CS(=O)CC(=O)Nc2ccc(-n3cnnn3)c(C)c2)cc1 (stereo unspecified)	-6	0	-1	-1	2	-10	15	5
CCN(CC)C1=NS(=O)(=O)c2cc([N+](=O)[O-])ccc21	-1	-5	1	-4	0	-5	24	1
CCN(CC)CCCNC(=O)C1c2ccccc2C(=O)N1Cc1ccc(C)cc1 (stereo unspecified)	-14	-5	-1	-7	1	-15	15	-6
Cc1ccc(NC(=O)C2CCN(S(=O)(=O)c3cccc4cccnc34)CC2)nc1	7	-3	1	-5	-5	13	7	0
CCN(CC)CCNc1ccc2nnc(CCNS(=O)(=O)c3ccc(C)cc3)n2n1	-8	8	8	-14	-2	8	26	6
COc1ccc(C(=O)C2CCCN(Cc3ccc(NC(C)=O)cc3)C2)cc1OC (stereo unspecified)	-2	-16	-4	2	0	-3	2	4
COc1cc(OC)cc(C(=O)N[C@H](C(=O)OCC(=O)Nc2cccnc2Cl)C(C)C)c1	-7	-1	-1	-11	3	-2	6	-2
Cc1cc(C(=O)CSc2nc3ccccc3[nH]2)c(C)n1CC1CCCO1 (stereo unspecified)	-1	13	-8	-10	1	8	2	3
COC(=O)c1cc2cc(Cl)ccc2nc1SC	3	3	5	3	-2	10	-4	0
O=C(COc1ccccc1F)NC12CC3CC(CC(C3)C1)C2	-1	-2	7	-11	2	-9	24	6
CC(=O)Nc1ccc(S(=O)(=O)NC2(C(F)(F)F)C(=O)Nc3c2c(=O)n(C)c(=O)n3C)cc1 (stereo unspecified)	-13	-5	-3	-16	0	-4	11	-7
O=C(Nc1cccc2ccccc12)N1CCOCC1	2	7	-4	9	0	20	-304	25
Cc1ccc(C)c(S(=O)(=O)N2CCN(c3ncccn3)CC2)c1	-9	-22	1	-4	2	-2	-8	0
COc1ccc2c(c1)N1CCN=C1N2C	4	-3	0	1	0	1	11	2
CN1C(=O)C(O)(CC(=O)/C=C/c2ccco2)c2cc(Br)ccc21 (stereo unspecified)	0	1	-6	-11	-3	-4	14	-1
Cc1cc(C(=O)N/N=C/c2ccc(Cl)c([N+](=O)[O-])c2)c(C)n1-c1ccc(F)cc1	-4	15	-2	14	1	-8	9	9
O=C(CN(Cc1ccccc1)S(=O)(=O)c1ccc(Cl)cc1)NCC1CCCO1 (stereo unspecified)	-1	12	-2	4	1	-12	5	-13
O=C(C[n+]1ccc2c(c1)nnn2-c1ccccc1)c1ccc(Cl)cc1	0	6	-4	8	-6	5	7	-4
CN1c2ccccc2C(C)(C)C12C=Nc1c(ccc3ccccc13)O2 (stereo unspecified)	23	44	7	26	-30	-1	-450	2
CCOC(=O)C1CCN(c2ccc([N+](=O)[O-])cc2)CC1	-4	-14	-16	-2	-3	-26	12	-6
COc1cc(/C=N/N=C2/NC(=O)C(Cc3ccccc3)S2)ccc1O (stereo unspecified)	-11	-3	-5	11	-3	-8	-23	6
CCOC(=O)CSc1nc2sc3c(c2c(=O)n1-c1ccccc1)CCN(C(C)C)C3	0	13	-8	13	-25	0	-302	1
CN(CC(=O)Nc1cccc(F)c1)C(=O)c1cccc2ccccc12	-4	8	6	0	0	-9	2	-9
Cc1ccccc1-n1c(SC2CCOC2=O)nnc1-c1ccncc1 (stereo unspecified)	12	-16	9	-6	-4	3	-4	2
O=C(Nc1cc2cc([N+](=O)[O-])ccc2oc1=O)c1cccs1	·	·	2	8	·	3	·	1
CCOc1ccc(S(=O)(=O)N2CCCC(C(=O)NCc3ccccc3)C2)cc1 (stereo unspecified)	-6	2	0	10	0	-11	7	-1
N#C/C(=C(/O)CN1CCN(c2ccccc2F)CC1)c1nc(-c2ccc(Cl)cc2)cs1	-7	-37	5	-23	-5	-23	-3	-8

Only SENP8 block-1 (4 entries from above):
compound | SENP8 block-1
COc1ccc2c(c1)N1CCN=C1N2C | 0
CN1C(=O)C(O)(CC(=O)/C=C/c2ccco2)c2cc(Br)ccc21 (stereo unspecified) | -6
Cc1cc(C(=O)N/N=C/c2ccc(Cl)c([N+](=O)[O-])c2)c(C)n1-c1ccc(F)cc1 | -2
O=C(CN(Cc1ccccc1)S(=O)(=O)c1ccc(Cl)cc1)NCC1CCCO1 (stereo unspecified) | -2

Further records follow.
SMILES	HKDC1 inh	PfGluPho inh	SENP8 block-1	Apaf-1 inh	SENP1 inh	SENP6 block	SENP8 block-2	SENP7 block
Cc1cc(C(C)(C)C)oc1C(=O)OCC(=O)NC1CCCCC1	-11	-11	5	-3	1	3	8	8
Cc1ccc(CNC2CCCCC2)s1	-4	-2	3	-1	0	5	15	0
COC(=O)c1sccc1NC(=O)CSc1ccccc1NS(=O)(=O)c1ccc(F)cc1	3	-35	6	18	0	-3	9	10
CCOC(=O)c1cccc(NC(=O)C2CCCN(S(=O)(=O)c3cnc[nH]3)C2)c1 (stereo unspecified)	-3	-7	5	-6	-2	-1	1	-4
O=C(COC(=O)C1CCN(c2ccc(C(F)(F)F)cn2)CC1)Nc1cccc(F)c1	6	19	-8	21	-1	1	-32	-1
COc1ccc(Cc2nnc(NS(=O)(=O)c3ccc(Cl)cc3)s2)cc1OC	4	-17	-13	10	-3	-15	-10	-3
Cc1cccc(N(CC(=O)N2CCCC2)S(=O)(=O)c2ccccc2)c1	-2	-4	-6	-9	1	-1	17	5
CCOC(=O)/C=C(\C)Nc1cc(C)nn1-c1ccccc1	-1	4	4	17	2	-6	26	-2
N#C/C(=C(/O)CCCl)c1ccccn1	-10	12	6	1	-71	8	-394	12
O=C(NCC(c1ccc(F)cc1)N1CCOCC1)c1ccc([N+](=O)[O-])o1 (stereo unspecified)	0	2	-11	16	1	-17	36	-1
CCOc1ncccc1C(=O)NCc1ccc(OC)cc1	-12	-6	-10	-7	3	-8	17	-6
O=C(COc1ccccc1[N+](=O)[O-])N1CCCc2ccccc21	1	42	-4	10	-1	-26	16	-10
COc1ccc2c(c1)CCc1c(C(=O)NCC(C)C)noc1-2	4	8	29	19	1	71*	14	51*
COCCCn1c(SCC(=O)Nc2nc3ccccc3s2)nnc1-c1ccoc1C	0	2	1	-13	0	7	4	4
O=C(COc1ccccc1F)Nc1nnc(C2CCCC2)s1	-1	-3	-5	0	0	2	7	-3
COc1ccc(C(=O)c2c[nH]c(C(=O)NCCCN3CCOCC3)c2)cc1	-7	-10	-5	-3	-1	2	16	5
NCCC1CCCC(CCN)N1 (stereo unspecified)	-4	9	0	15	1	-10	5	6
CC(C)NCc1c(O)c(Br)cc2oc3c(c12)CCCC3	4	17	·	·	4	·	20	·
Fc1ccc(N/N=C/c2ccc(N3CCOCC3)cc2)c(F)c1	-7	29	44	-10	-2	27	-212	-5
Cc1nnc(SC(C)C(=O)Nc2ccc(N3CCOCC3)cc2)n1Cc1ccccc1 (stereo unspecified)	-2	-6	-8	2	2	-20	0	-9
COCc1ccc([C@@H]2C[C@H]3CN(Cc4cccc(Cl)c4)C(=O)[C@]34CCCN24)o1	-9	7	-3	-1	2	-12	7	3
O=C(CSc1nnc(-c2ccco2)n1-c1ccccc1)N1CCN(C(=O)c2ccco2)CC1	-6	-4	-1	11	1	-5	22	6
CC(C)[C@H](NC(=O)[C@@H]1Cc2ccccc2CN1)C(=O)Nc1ccc2c(c1)OCO2	11	22	-6	-3	-6	7	-11	0
CN1CCN(C(=O)c2cc3nc(-c4ccc(Cl)cc4)cc(C(F)(F)F)n3n2)CC1	-7	9	1	-8	-1	-6	-296	-4
CCOc1ccc(N(C)C(=O)CCc2nnc3ccc(N4CCCC4)nn23)cc1	-4	25	-1	-2	3	0	5	-3
O=C(CSc1nccn1-c1ccc(F)cc1)Nc1ccc2c(c1)OCO2	-2	6	2	-14	2	-16	18	2
C[C@H]1O[C@@H](O[C@H]2CC[C@@]3(C)C(CC[C@]4(C)C3C=CC3=C5CC(C)(C)CC[C@]5(CO)[C@H](O)C[C@]34C)[C@]2(C)CO)[C@H](O)[C@@H](O[C@@H]2O[C@H](CO)[C@@H](O)[C@H](O)[C@H]2O)[C@H]1O (stereo partly specified)	-6	19	1	12	0	6	14	-1
COC(=O)c1cccc(NC(=O)c2ccc3c(c2)C(=O)N(Cc2cccnc2)C3=O)c1C	-2	3	-2	6	1	-9	8	14
Cc1cc(N2CCCC2)nc(N2C3CCC2CC(O)(c2ccc(F)cc2)C3)n1 (stereo unspecified)	·	·	-3	-2	·	-7	·	0
COc1ccccc1NC(=O)Cn1c(CN2CCCCC2)nc2ccccc2c1=O	-1	11	-7	3	-7	2	0	-21
Cc1ccc(S(=O)(=O)N2CCN(CC(=O)N/N=C/c3cc([N+](=O)[O-])ccc3Cl)CC2)cc1	-12	4	3	9	-1	-5	20	-2
CCCN1CCN(C(=O)c2cn(CC(C)C)c(=O)c3cc(OC)c(OC)cc23)CC1	-2	-15	-12	10	2	-12	11	-5
Cc1cc(-c2n[nH]c(=S)n2Cc2ccco2)nn1C	-7	30	-9	-13	1	-8	14	-10
Cc1cc(NCCCN(C)C)n2nc(-c3cccs3)cc2n1	-13	1	2	-7	-13	11	-289	0
CCC(C)Sc1ccc([C@H]2N[C@@](Cc3ccccc3)(C(=O)OC)[C@H]3C(=O)N(CC)C(=O)[C@@H]23)cc1 (stereo partly specified)	6	32	-3	23	-1	2	7	4
COc1ccccc1-n1c(SCC(=O)Nc2cccc(C)c2)nc2c(c1=O)SCC2	0	32	6	19	-6	2	-5	2
O=C(O)c1ccc(Oc2ccc(S(=O)(=O)c3ccc(C(=O)O)c(C(=O)O)c3)cc2)cc1	5	-25	6	-8	1	20	9	-1
O=C(Cn1c(=O)oc2ccccc21)Nc1ccccc1N1CCOCC1	7	-14	-7	-10	2	-8	2	-3
CC(=O)c1cnc(Nc2ccc(C)cc2)s1	-4	33	-2	-6	-2	3	-294	2
COc1ccc(C2=NC(C)(C)Cc3cc(OC)c(OC)cc32)cc1OC	-6	13	0	-2	0	-13	-15	-3
O=C(OCC(=O)N1CCN(C(=O)c2ccco2)CC1)c1cc(S(=O)(=O)Nc2ccc(Cl)cc2)ccc1O	-2	-18	0	4	3	11	-200	8
Cc1n[nH]c(C)c1S(=O)(=O)N1CCCC(C(=O)Nc2nccs2)C1 (stereo unspecified)	1	-13	-13	2	2	-21	22	-6

Part of the list above, as labelled records.
COc1ccc(C2=NC(C)(C)Cc3cc(OC)c(OC)cc32)cc1OC
  HKDC1 inh = -6 | PfGluPho inh = 13 | SENP8 block-1 = 0 | Apaf-1 inh = -2 | SENP1 inh = 0 | SENP6 block = -13 | SENP8 block-2 = -15 | SENP7 block = -3

O=C(OCC(=O)N1CCN(C(=O)c2ccco2)CC1)c1cc(S(=O)(=O)Nc2ccc(Cl)cc2)ccc1O
  HKDC1 inh = -2 | PfGluPho inh = -18 | SENP8 block-1 = 0 | Apaf-1 inh = 4 | SENP1 inh = 3 | SENP6 block = 11 | SENP8 block-2 = -200 | SENP7 block = 8
